# G6PDH CS: L. mesenteroides G6PDH inhibitors, counter-screen for G6PDH-coupled screening assays, biochemical, Leuconostoc mesenteroides enzyme; actives 0.12% (n = 200,000); inhibition, % at 5 µM; Purified L. mesenteroides G6PDH, diaphorase/resazurin coupled fluorescence, 45 min; AID 1020, 2008; in the data active = inhibition above about 50%
# ROMK mod: ROMK potassium channel modulators, primary screen, cell-based, thallium flux, MLSMR library | B-score at 10 µM | Tet-inducible ROMK, thallium flux fluorescence; actives lie on both sides | actives 2% (n = 130,000);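 active = signal ratio slope over the read window, or its plate-corrected B-score, at least 3 SD from the plate mean, either direction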;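 also: B-score of the F/F0 ratio slope over 7 to 12 s after thallium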
# PMI act: activators of human PMI, primary screen, biochemical, fluorescence intensity, near-Km mannose 6-phosphate | Mannose-6-phosphate isomerase (Homo sapiens), P34949 | purified human PMI, coupled resazurin fluorescence, 20 min; stronger effect = higher value; 1 = vehicle control, 0 substrate-free wells | activation factor at 20 µM | actives 0.005% (n = 190,000);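 active = activation factor of 2 or more at 20 µM, relative to plate controls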
# PPARg SRC-3 ag: PPARgamma agonists recruiting SRC-3 coactivator, primary screen, biochemical; biochemical PPARgamma/SRC-3 coactivator recruitment assay; activation, % at 8 µM; actives 0.26% (n = 200,000); AID 731, 2007; in the data active = activation above about 23%;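 also: 0% = DMSO and 100% = reference agonist; some compounds past the cut are filed as inactive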
# Diaphorase act: compounds boosting diaphorase resazurin reduction – biochemical, uHTS, resorufin fluorescence, counter-screen for diaphorase-coupled primary assays, primary screen. Diaphorase/resazurin coupled assay, 16 min; stronger effect = higher value; 1 = vehicle wells, 0 = NADH-free wells. activation factor at 20 µM. actives 0.005% (n = 190,000);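 active = diaphorase activity raised at least twofold by the compound at 20 µM; inactive = activation factor below 2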
#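 Assay system: Purified diaphorase enzyme from Clostridium kluyveri | Amount: Enzyme 0.07 U/mL final | Dosing: Compound 20 µM once, DMSO 1% | Timing: 16 min reaction at room temperature | Detection: Fluorescence, excitation 544 nm and emission 590 nm | Evaluation: Higher resorufin formation from activation or reduction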
# Diaphorase inh: diaphorase inhibitors and chemical oxidizers, primary screen, counter-screen for diaphorase-coupled primary assays, biochemical, uHTS, resorufin fluorescence; inhibition, % at 20 µM; actives 0.69% (n = 190,000); diaphorase resazurin-to-resorufin fluorescence, NADH, 16 min; bacterial (C. kluyveri) enzyme, not human; AID 1217, 2008;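 active = primary screen inhibition at 20 µM above a set limit, cut at about 50% in these data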;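 also: plate controls were DMSO with full reaction for no effect and wells lacking NADH for full effect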
#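 Benchmarks: positive control wells lacking NADH, neutral wells with DMSO only. System: bacterial diaphorase enzyme (C. kluyveri). Input: 0.14 U/mL diaphorase, enzyme working solution. Detection: resorufin fluorescence, excitation 544 nm, emission 590 nm. Times: 16-min room-temperature incubation before reading.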
# PPARg SRC2 recr: agonists of PPARg-SRC-2 recruitment, primary screen, biochemical, HTS; PPARgamma LBD-SRC-2 recruitment; activation, % at 8 µM; actives 0.34% (n = 200,000); AID 1032, 2008; in the data active = activation above about 22%;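 also: 0% = vehicle and 100% = reference agonist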
# PPARg SRC-1 ag: PPARgamma agonists recruiting SRC-1 coactivator, primary screen, biochemical; PPARgamma-SRC-1 coactivator recruitment biochemical assay; actives 0.41% (n = 200,000); activation, % at 8 µM; Peroxisome proliferator-activated receptor gamma (Homo sapiens), P37231; AID 631, 2007; in the data active = activation above about 19%;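 also: 0% = DMSO and 100% = reference agonist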
# S1P3 antag: S1P3 receptor antagonists, primary screen, cell-based; Sphingosine 1-phosphate receptor 3 (Homo sapiens), Q99500; CHO S1P3 NFAT-BLA reporter, FRET fluorescence, antagonist mode; inhibition, % at 4.98 µM; actives 0.27% (n = 170,000); AID 485, 2006;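 active = inhibition above the plate cutoff, the mean inhibition of test wells on that plate plus 3 SD, cut at about 28% in these data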;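 also: cells challenged with S1P at its EC80 of 0.8 µM; blue over green emission ratio from cleaved BLA substrate after 4 h stimulation; 0% = S1P-stimulated wells and 100% = unstimulated DMSO-only wells; some compounds past the cut are filed as inactive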
# Target sequence (Q99500 whole entry, looked up): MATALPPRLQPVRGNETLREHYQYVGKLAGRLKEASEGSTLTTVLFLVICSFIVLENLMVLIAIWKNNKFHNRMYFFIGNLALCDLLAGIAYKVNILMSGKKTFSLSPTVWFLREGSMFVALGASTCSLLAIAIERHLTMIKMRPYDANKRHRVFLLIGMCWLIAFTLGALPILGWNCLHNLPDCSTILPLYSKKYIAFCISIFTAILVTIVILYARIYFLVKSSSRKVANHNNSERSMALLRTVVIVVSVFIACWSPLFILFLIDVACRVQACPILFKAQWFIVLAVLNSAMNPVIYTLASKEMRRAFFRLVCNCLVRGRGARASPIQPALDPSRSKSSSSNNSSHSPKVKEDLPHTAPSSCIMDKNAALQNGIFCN
# PMI act satM6P: human PMI activators, high substrate, primary screen, biochemical, fluorescence intensity, near-saturating mannose 6-phosphate. Mannose-6-phosphate isomerase (Homo sapiens), P34949. coupled PMI enzyme assay, resazurin fluorescence, 20 min; stronger effect = higher value; 1 = untreated enzyme, 0 = substrate-free blank. activation factor at 20 µM. actives 0.34% (n = 190,000);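 active = activation factor of 2 or more at 20 µM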
#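 Material: human phosphomannose isomerase with PGI, G6PDH, diaphorase coupling enzymes / Reagent: Man-6-P substrate 1.0 mM / Dosing: single compound dose of 20 µM, 1% DMSO final / Incubation: enzyme reaction with compound 20 min at room temperature / Signal: resorufin fluorescence (Ex 544/Em 590 nm) from resazurin via diaphorase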
# SRC2 TRFRET art: TR-FRET signal artefacts, primary screen, artefact control for PPARgamma SRC-2 agonist project, biochemical. TR-FRET artefact counter-screen; stronger effect = higher value. TR-FRET ratio at 8 µM. actives 0.4% (n = 200,000). AID 1049, 2008; in the data active = TR-FRET ratio above about 2000; also: inactives centre near 1500
# An asterisk follows results filed as active; / = no result given.
1: COc1ccc(C2SCC(=O)Nc3c2c(=O)[nH]n3C2CCCCC2)cc1 (centres undefined)
2: CN(C)CCc1nn[nH]n1
3: O=C(c1cccn2c(=O)c3ccc(Cl)cc3nc12)N1CCC2(CC1)OCCO2
4: Nc1ccc(N2CCN(Cc3ccccc3Cl)CC2)c(Cl)c1
5: O=C1NC(=O)C(=Cc2ccccc2Oc2ccc(F)cc2)C(=O)N1
6: C#CCNc1ccncc1S(=O)(=O)NC(=O)NC(C)C
7: COc1cccc(-c2nc3ccc(N4CCN(C)CC4)cc3[nH]2)c1
8: COc1ccccc1CN1CCCC(C(=O)c2ccccc2SC)C1 (centres undefined)
9: CCCOC(=O)c1c(N)n(Cc2cccs2)c2nc3ccccc3nc12
10: Cc1ccc(C2NC(=S)NC(c3ccc(C)cc3)C23C(=O)NC(=O)NC3=O)cc1 (centres undefined)

Screen / compound no.	1	2	3	4	5	6	7	8	9	10
G6PDH CS	-2	4	3	0	5	-3	-9	18	8	3
ROMK mod	0.57	0.49	/	/	3.3*	/	-0.29	-1.1	/	/
PMI act	1.1	1	0.9	0.9	1.1	1.2	0.9	0.8	1	1.1
PPARg SRC-3 ag	-5	2	4	-5	3	3	4	4	-9	0
Diaphorase act	0.9	1	0.8	0.9	0.9	0.9	1.1	0.9	0.8	0.5
Diaphorase inh	12	4	23	5	8	11	-8	12	15	49
PPARg SRC2 recr	2	0	2	2	9	7	9	1	3	-4
PPARg SRC-1 ag	12	0	6	-2	3	2	4	3	4	0
S1P3 antag	/	/	/	-16	3	/	-13	3	/	/
PMI act satM6P	1	0.9	0.9	0.9	1.2	1.1	0.8	0.8	1	1.1
SRC2 TRFRET art	1581	1433	1630	1488	1735	1814	1648	1624	1511	1449

# Quoted at random: 4 records from the list
6: C#CCNc1ccncc1S(=O)(=O)NC(=O)NC(C)C
4: Nc1ccc(N2CCN(Cc3ccccc3Cl)CC2)c(Cl)c1
8: COc1ccccc1CN1CCCC(C(=O)c2ccccc2SC)C1 (centres undefined)
5: O=C1NC(=O)C(=Cc2ccccc2Oc2ccc(F)cc2)C(=O)N1

Screen / compound no.	6	4	8	5
G6PDH CS	-3	0	18	5
ROMK mod	/	/	-1.1	3.3*
PMI act	1.2	0.9	0.8	1.1
PPARg SRC-3 ag	3	-5	4	3
Diaphorase act	0.9	0.9	0.9	0.9
Diaphorase inh	11	5	12	8
PPARg SRC2 recr	7	2	1	9
PPARg SRC-1 ag	2	-2	3	3
S1P3 antag	/	-16	3	3
PMI act satM6P	1.1	0.9	0.8	1.2
SRC2 TRFRET art	1814	1488	1624	1735

# Five successive records already listed, quoted:
1: COc1ccc(C2SCC(=O)Nc3c2c(=O)[nH]n3C2CCCCC2)cc1 (centres undefined)
2: CN(C)CCc1nn[nH]n1
3: O=C(c1cccn2c(=O)c3ccc(Cl)cc3nc12)N1CCC2(CC1)OCCO2
4: Nc1ccc(N2CCN(Cc3ccccc3Cl)CC2)c(Cl)c1
5: O=C1NC(=O)C(=Cc2ccccc2Oc2ccc(F)cc2)C(=O)N1

Screen / compound no.	1	2	3	4	5
G6PDH CS	-2	4	3	0	5
ROMK mod	0.57	0.49	/	/	3.3*
PMI act	1.1	1	0.9	0.9	1.1
PPARg SRC-3 ag	-5	2	4	-5	3
Diaphorase act	0.9	1	0.8	0.9	0.9
Diaphorase inh	12	4	23	5	8
PPARg SRC2 recr	2	0	2	2	9
PPARg SRC-1 ag	12	0	6	-2	3
S1P3 antag	/	/	/	-16	3
PMI act satM6P	1	0.9	0.9	0.9	1.2
SRC2 TRFRET art	1581	1433	1630	1488	1735

# Screening data as filed in PubChem.

# A portion of the library; rates above refer to the full screens.
